MrgX1 antag: antagonists of human MrgX1 receptor; MRGX1-HEK293 calcium flux, Fluo-4, BAM8-22 antagonism; stronger effect = lower value; B-score at 10 µM; actives 1.3% (n = 310,000); AID 588676;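 active = calcium-response B-score plate-corrected more than 3 library SD below zero, starting fluorescence within 5 deviations, no agonist response on first addition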;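 note: peak minus trough fluorescence over baseline after final BAM8-22 challenge near maximal dose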
TRPC4 act: activators of mouse TRPC4 channel; Q9QUQ5; HEK293 TRPC4beta/mu-opioid, Fluo4 calcium fluorescence; stronger effect = higher value; B-score at 10 µM; actives 0.49% (n = 310,000);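 active = B-score above 5 SD of library B-scores, and initial fluorescence ratio not above library mean plus 5 SD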;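 note: positive B-score marks a calcium rise read as TRPC4 activation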
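Incubation: 45 min room-temperature Fluo4 loading, 110 s read / System: HEK293 cells stably co-expressing mouse TRPC4beta and mu-opioid receptor / Signal: Fluo4 fluorescence, kinetic / Control set: buffer (low) and maximal DAMGO (high) / Measure: integrated baseline-normalised fluorescence ratio, converted to per-well B score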
TRPC4 potent: allosterically enhances the mouse TRPC4 cation channel; Q9QUQ5; HEK293 TRPC4beta/mu-opioid, DAMGO EC20, Fluo-4 Ca2+ flux; stronger effect = higher value; B-score at 10 µM; actives 0.42% (n = 310,000); AID 2227;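 active = B-score of calcium response area above 5 SD of library B-scores, with initial fluorescence ratio within 5 SD of library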;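 note: B-score of integrated fluorescence ratio over time as area under calcium response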
TRPC6 inhibitor: blocks the mouse TRPC6 cation channel. Q61143. HEK293-TRPC6, membrane potential dye, ACh-evoked depolarization; stronger effect = lower value. B-score at 10 µM. actives 1.1% (n = 310,000);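 active = B-score under library mean minus 3 SD, initial fluorescence not abnormally high, positive integrated signal ratio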;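 note: B-score derived from integrated fluorescence ratio over the kinetic read; more negative B-score means stronger inhibition of depolarization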
Target sequence (Q61143 whole entry, looked up): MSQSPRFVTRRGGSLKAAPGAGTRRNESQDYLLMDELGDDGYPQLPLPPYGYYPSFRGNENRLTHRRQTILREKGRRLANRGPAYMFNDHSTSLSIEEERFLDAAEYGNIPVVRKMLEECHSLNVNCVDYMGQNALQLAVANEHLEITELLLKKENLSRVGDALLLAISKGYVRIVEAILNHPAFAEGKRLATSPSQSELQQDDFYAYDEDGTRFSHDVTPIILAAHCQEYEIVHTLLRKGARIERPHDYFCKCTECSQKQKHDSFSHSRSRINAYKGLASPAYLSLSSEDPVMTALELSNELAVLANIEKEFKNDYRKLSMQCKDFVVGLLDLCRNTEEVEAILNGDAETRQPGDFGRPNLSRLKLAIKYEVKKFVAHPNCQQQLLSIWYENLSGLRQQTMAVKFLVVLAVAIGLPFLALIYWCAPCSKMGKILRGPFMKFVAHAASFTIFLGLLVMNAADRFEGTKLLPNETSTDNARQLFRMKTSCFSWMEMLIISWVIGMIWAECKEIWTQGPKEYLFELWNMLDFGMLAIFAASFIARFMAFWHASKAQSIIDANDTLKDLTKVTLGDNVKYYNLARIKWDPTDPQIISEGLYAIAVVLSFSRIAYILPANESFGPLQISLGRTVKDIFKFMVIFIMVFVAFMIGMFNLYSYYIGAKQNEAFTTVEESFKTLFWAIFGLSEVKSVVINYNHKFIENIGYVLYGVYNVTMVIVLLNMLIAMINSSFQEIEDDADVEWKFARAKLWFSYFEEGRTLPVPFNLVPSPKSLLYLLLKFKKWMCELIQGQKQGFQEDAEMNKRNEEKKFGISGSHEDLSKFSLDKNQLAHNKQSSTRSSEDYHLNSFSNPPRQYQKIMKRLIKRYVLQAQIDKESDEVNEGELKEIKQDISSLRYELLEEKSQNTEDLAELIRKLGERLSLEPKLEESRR
TRPC4 block: TRPC4 (mouse) channel inhibition | actives 0.39% (n = 300,000) | HEK293 TRPC4beta/mu-opioid, DAMGO-evoked Fluo4 calcium flux; stronger effect = lower value | B-score at 10 µM | Q9QUQ5;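 active = B-score over 3 SD under the library average, no early fluorescence shift, positive overall ratio signal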
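test system = HEK293 cells with stable TRPC4beta plus mu-opioid receptor expression | detection = Fluo4 Ca2+ flux fluorescence | read-out = integrated fluorescence ratio relative to baseline, converted to per-well B score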
TMEM16A act: mouse TMEM16A channel activation, primary screen; HEK293 TMEM16A/YFP-H148Q/I152L, iodide quench fluorescence; stronger effect = lower value; B-score at 10 µM; actives 0.3% (n = 340,000); AID 623877;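 active = fluorescence-ratio B-score plate-corrected deviation score at least 3 library SD below zero, with starting fluorescence score within 5 deviations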;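 note: channel opened by trigger with iodide after compound preincubation; score built on the fluorescence ratio of max minus min over baseline; more negative score means more quench and so TMEM16A activation or potentiation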
MrgX1 ag: human MrgX1 receptor agonism, primary screen; Q96LB2; MrgX1-HEK293 cells, Fluo-4 calcium fluorescence, agonist mode; stronger effect = higher value; B-score at 10 µM; actives 0.44% (n = 310,000); AID 588627;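 active = calcium response B-score plate-corrected fluorescence ratio at least 3 library SD, with starting fluorescence B-score inside 5 SD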
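Material – MrgX1-expressing HEK293 cells · Input – 15,000 cells seeded per well · Dosing – compound as first of three additions · Times – overnight seeding, then 1 h dark dye loading · Measured by – kinetic Fluo-4 NW fluorescence of intracellular calcium · Read-out – B-scored fluorescence response ratio · Benchmarks – positive and negative control wells on each plate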
ANO1 block: blocks the mouse calcium-activated chloride channel TMEM16A; Q8BHY3; HEK293 TMEM16A/YFP iodide influx fluorescence, ionomycin; normalized B-score (activity score, 25-100; higher = stronger inhibition) at 10 µM; actives 1.2% (n = 310,000);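 active = ratio plate-corrected score three or more library SD toward inhibition, starting fluorescence score within five deviations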;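 note: score derived from kinetic fluorescence span divided by baseline fluorescence per well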
TRPC6 activator: activates the mouse TRPC6 cation channel; HEK293-TRPC6 membrane potential dye fluorescence; stronger effect = higher value; AID 2550; actives 0.13% (n = 310,000); B-score at 10 µM; Q61143;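 active = B-score of the integrated fluorescence ratio above library mean plus 3 SD, and starting fluorescence ratio within library mean plus 5 SD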;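 note: higher score means more depolarization so channel activation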
RGS4 inh: inhibitors of human RGS4; P49798; HEK293 M3R/RGS4 inducible, Fluo-4 calcium flux; stronger effect = higher value; triggered by carbachol at its EC20; B-score at 10 µM; actives 0.45% (n = 310,000);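 active = B-score, a plate-corrected calcium signal, over three deviations above library mean, with baseline fluorescence within five deviations of library mean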;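 note: RGS4 expression induced by doxycycline in cells with stable M3 receptor; B-score is computed from the integrated fluorescence ratio over baseline after carbachol; higher B-score means a larger calcium signal and so more RGS4 inhibition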
Target sequence (P49798 whole entry, looked up): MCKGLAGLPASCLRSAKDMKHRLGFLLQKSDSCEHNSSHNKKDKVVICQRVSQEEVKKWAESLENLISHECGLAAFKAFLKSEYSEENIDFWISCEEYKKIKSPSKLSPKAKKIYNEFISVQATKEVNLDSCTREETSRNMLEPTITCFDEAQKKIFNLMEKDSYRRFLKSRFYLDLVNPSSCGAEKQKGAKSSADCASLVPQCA
MrgX1 allo act: human MrgX1 positive allosteric modulation, primary screen; Q96LB2; MrgX1-HEK293, Fluo-4 calcium flux, FDSS; stronger effect = higher value; B-score at 10 µM; actives 0.63% (n = 310,000);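 active = plate-corrected calcium response at least 3 library SD above typical, normal starting fluorescence, not activating the receptor alone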;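 note: compound read alongside a low EC10 to EC30 dose of BAM8-22 agonist; peak minus trough fluorescence over baseline measured at the second addition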
Numbers without * were called inactive. No enrichment for hits; 5.8% or so of the library scored in one or more.

`CCOC(=O)C(Cc1ccccc1)NC(=O)CCC(=O)c1ccc(OC)cc1` (stereo not given) gave MrgX1 antag inactive, TRPC4 act inactive, TRPC4 potent inactive, TRPC6 inhibitor inactive, TRPC4 block inactive, TMEM16A act inactive, MrgX1 ag inactive, ANO1 block inactive, TRPC6 activator inactive, RGS4 inh inactive and MrgX1 allo act inactive.
O=C(O)CCC(=O)N1CCc2cc(S(=O)(=O)N3CCN(c4ccc(F)cc4)CC3)ccc21 was read as MrgX1 antag inactive, TRPC4 act inactive, TRPC4 potent inactive, TRPC6 inhibitor inactive, TRPC4 block inactive, TMEM16A act inactive, MrgX1 ag inactive, ANO1 block inactive, TRPC6 activator inactive, RGS4 inh inactive and MrgX1 allo act inactive.
For CC(C)(C)OC(=O)N1CCC(c2c(C(=O)NC3CC3)cnn2-c2ccccc2)CC1 the results were MrgX1 antag inactive, TRPC4 act inactive, TRPC4 potent inactive, TRPC6 inhibitor inactive, TRPC4 block inactive, TMEM16A act inactive, MrgX1 ag inactive, ANO1 block inactive, TRPC6 activator inactive, RGS4 inh inactive and MrgX1 allo act inactive.
Screening O=C(COC(=O)c1cc(-c2cccs2)nn1-c1ccccc1)Nc1ccc(Cl)c([N+](=O)[O-])c1 returned MrgX1 antag inactive, TRPC4 act inactive, TRPC4 potent inactive, TRPC6 inhibitor inactive, TRPC4 block inactive, TMEM16A act inactive, MrgX1 ag inactive, ANO1 block inactive, TRPC6 activator inactive, RGS4 inh inactive and MrgX1 allo act inactive.
`COCCCn1c(SCC(=O)Nc2oc(C)c3c(C)n[nH]c(=O)c23)nc2sc3c(c2c1=O)CCC3` gave MrgX1 antag inactive, TRPC4 act inactive, TRPC4 potent inactive, TRPC6 inhibitor inactive, TRPC4 block inactive, TMEM16A act inactive, MrgX1 ag inactive, ANO1 block inactive, TRPC6 activator inactive, RGS4 inh inactive and MrgX1 allo act inactive.
`C=CCn1c(SCC(=O)Nc2ccc(-c3nc4ccc(C)cc4s3)cc2)nnc1-c1ccccc1` gave MrgX1 antag inactive, TRPC4 act inactive, TRPC4 potent inactive, TRPC6 inhibitor inactive, TRPC4 block inactive, TMEM16A act inactive, MrgX1 ag inactive, ANO1 block inactive, TRPC6 activator inactive, RGS4 inh inactive and MrgX1 allo act inactive.
`COc1cc(/C=N/Nc2nc(C)cc(C)n2)cc(OC)c1OC` gave MrgX1 antag inactive, TRPC4 act inactive, TRPC4 potent inactive, TRPC6 inhibitor inactive, TRPC4 block inactive, TMEM16A act inactive, MrgX1 ag inactive, ANO1 block inactive, TRPC6 activator inactive, RGS4 inh inactive and MrgX1 allo act inactive.
CC(C)(C)OCC(NC(=O)C(CC(N)=O)NC(=O)OC(C)(C)C)C(=O)OC(C)(C)C (stereo not given) was read as MrgX1 antag inactive, TRPC4 act inactive, TRPC4 potent inactive, TRPC6 inhibitor inactive, TRPC4 block inactive, TMEM16A act inactive, MrgX1 ag inactive, ANO1 block inactive, TRPC6 activator inactive, RGS4 inh inactive and MrgX1 allo act inactive.
`CCN(c1ccccc1)S(=O)(=O)c1ccc2[nH]c(=O)[nH]c2c1` gave MrgX1 antag inactive, TRPC4 act inactive, TRPC4 potent inactive, TRPC6 inhibitor inactive, TRPC4 block inactive, TMEM16A act inactive, MrgX1 ag inactive, ANO1 block inactive, TRPC6 activator inactive, RGS4 inh inactive and MrgX1 allo act inactive.
For O=[N+]([O-])c1cc2c(cc1/C=N/n1cnnc1)OCO2 the results were MrgX1 antag inactive, TRPC4 act inactive, TRPC4 potent inactive, TRPC6 inhibitor inactive, TRPC4 block inactive, TMEM16A act inactive, MrgX1 ag inactive, ANO1 block inactive, TRPC6 activator inactive, RGS4 inh inactive and MrgX1 allo act inactive.
CC(=O)Nc1ccc(S(=O)(=O)Nc2cccc(N(C)S(C)(=O)=O)c2)cc1 was read as MrgX1 antag inactive, TRPC4 act inactive, TRPC4 potent inactive, TRPC6 inhibitor inactive, TRPC4 block inactive, TMEM16A act inactive, MrgX1 ag inactive, ANO1 block inactive, TRPC6 activator inactive, RGS4 inh inactive and MrgX1 allo act inactive.
COCCNC(=O)C(=O)NCC1OCCN1C(=O)c1ccc(Cl)cc1 (stereo not given) was read as MrgX1 antag -5.6*, TRPC4 act inactive, TRPC4 potent inactive, TRPC6 inhibitor inactive, TRPC4 block inactive, TMEM16A act inactive, MrgX1 ag inactive, ANO1 block inactive, TRPC6 activator inactive, RGS4 inh inactive and MrgX1 allo act inactive.
Screening Cc1ccc(-c2ccc(CCC(=O)O)n2-c2ccc(O)cc2)cc1 returned MrgX1 antag inactive, TRPC4 act inactive, TRPC4 potent inactive, TRPC6 inhibitor inactive, TRPC4 block inactive, TMEM16A act inactive, MrgX1 ag inactive, ANO1 block inactive, TRPC6 activator inactive, RGS4 inh inactive and MrgX1 allo act inactive.
Screening CC/C(=N/NC(=O)c1ccc(Br)o1)c1ccc(Cl)cc1 returned MrgX1 antag inactive, TRPC4 act inactive, TRPC4 potent inactive, TRPC6 inhibitor inactive, TRPC4 block inactive, TMEM16A act inactive, MrgX1 ag inactive, ANO1 block inactive, TRPC6 activator inactive, RGS4 inh inactive and MrgX1 allo act inactive.
`COc1ccccc1NC(=O)C1=C(C)Nc2nnnn2C1c1ccccc1OC` (stereo not given) gave MrgX1 antag inactive, TRPC4 act inactive, TRPC4 potent inactive, TRPC6 inhibitor inactive, TRPC4 block inactive, TMEM16A act inactive, MrgX1 ag inactive, ANO1 block inactive, TRPC6 activator inactive, RGS4 inh inactive and MrgX1 allo act inactive.
Screening CCOc1ccc2nc(NC(=O)Cn3[nH]c(=O)c4ccccc4c3=O)sc2c1 returned MrgX1 antag inactive, TRPC4 act inactive, TRPC4 potent inactive, TRPC6 inhibitor inactive, TRPC4 block inactive, TMEM16A act inactive, MrgX1 ag inactive, ANO1 block inactive, TRPC6 activator inactive, RGS4 inh inactive and MrgX1 allo act inactive.
Screening CC(=O)c1cccc(NC(=S)NC(=O)C(C)C)c1 returned MrgX1 antag inactive, TRPC4 act inactive, TRPC4 potent inactive, TRPC6 inhibitor inactive, TRPC4 block inactive, TMEM16A act inactive, MrgX1 ag inactive, ANO1 block inactive, TRPC6 activator inactive, RGS4 inh inactive and MrgX1 allo act inactive.
Screening Cn1c(=O)[nH]c(=O)c2c1nc(N(CCO)Cc1ccccc1)n2CCCc1ccccc1 returned MrgX1 antag inactive, TRPC4 act inactive, TRPC4 potent inactive, TRPC6 inhibitor inactive, TRPC4 block inactive, TMEM16A act inactive, MrgX1 ag inactive, ANO1 block inactive, TRPC6 activator inactive, RGS4 inh inactive and MrgX1 allo act inactive.
COc1ccc(C(=O)Nc2nc3ccccc3c(=O)[nH]2)cc1 was read as MrgX1 antag inactive, TRPC4 act inactive, TRPC4 potent inactive, TRPC6 inhibitor inactive, TRPC4 block inactive, TMEM16A act inactive, MrgX1 ag inactive, ANO1 block inactive, TRPC6 activator inactive, RGS4 inh inactive and MrgX1 allo act inactive.
For Cc1ccccc1-c1nn(-c2ccc(F)cc2F)cc1CNCCCO the results were MrgX1 antag inactive, TRPC4 act inactive, TRPC4 potent inactive, TRPC6 inhibitor inactive, TRPC4 block inactive, TMEM16A act inactive, MrgX1 ag inactive, ANO1 block inactive, TRPC6 activator inactive, RGS4 inh inactive and MrgX1 allo act inactive.
`Cc1ccc(NC(=O)CCC(=O)NNC(=S)Nc2ccc(F)cc2)c(C)c1` gave MrgX1 antag inactive, TRPC4 act inactive, TRPC4 potent inactive, TRPC6 inhibitor inactive, TRPC4 block inactive, TMEM16A act inactive, MrgX1 ag inactive, ANO1 block inactive, TRPC6 activator inactive, RGS4 inh inactive and MrgX1 allo act inactive.
For CCN(CC)c1ccc(S(=O)(=O)N2CCOCC2)cc1NC(=O)CN1C(=O)NC2(CCC(C)CC2)C1=O (stereo not given) the results were MrgX1 antag inactive, TRPC4 act inactive, TRPC4 potent inactive, TRPC6 inhibitor inactive, TRPC4 block inactive, TMEM16A act inactive, MrgX1 ag inactive, ANO1 block inactive, TRPC6 activator inactive, RGS4 inh inactive and MrgX1 allo act inactive.
`CCOC(=O)N1CCN(c2c(NCCCN(C)c3ccccc3)c(=O)c2=O)CC1` gave MrgX1 antag inactive, TRPC4 act inactive, TRPC4 potent inactive, TRPC6 inhibitor inactive, TRPC4 block inactive, TMEM16A act inactive, MrgX1 ag inactive, ANO1 block inactive, TRPC6 activator inactive, RGS4 inh inactive and MrgX1 allo act inactive.
`CC(C)COC(=O)Nc1nnc(SCCOc2ccccc2)s1` gave MrgX1 antag inactive, TRPC4 act inactive, TRPC4 potent inactive, TRPC6 inhibitor inactive, TRPC4 block inactive, TMEM16A act inactive, MrgX1 ag inactive, ANO1 block inactive, TRPC6 activator inactive, RGS4 inh inactive and MrgX1 allo act inactive.
Screening Cc1onc(-c2ccccc2Cl)c1C(=O)Oc1cccc2cccnc12 returned MrgX1 antag inactive, TRPC4 act inactive, TRPC4 potent inactive, TRPC6 inhibitor inactive, TRPC4 block inactive, TMEM16A act inactive, MrgX1 ag inactive, ANO1 block inactive, TRPC6 activator inactive, RGS4 inh inactive and MrgX1 allo act inactive.
Screening Cc1ccccc1NC(=O)C1CCCN(S(=O)(=O)c2ccc3c(c2)C(C)(C)C(=O)N3C)C1 (stereo not given) returned MrgX1 antag inactive, TRPC4 act inactive, TRPC4 potent inactive, TRPC6 inhibitor inactive, TRPC4 block inactive, TMEM16A act inactive, MrgX1 ag inactive, ANO1 block inactive, TRPC6 activator inactive, RGS4 inh inactive and MrgX1 allo act inactive.
For Cc1c2cnn(-c3ccccc3)c(=O)c2c(C)n1CCCC(=O)N1CCN(C)CC1 the results were MrgX1 antag inactive, TRPC4 act inactive, TRPC4 potent inactive, TRPC6 inhibitor inactive, TRPC4 block inactive, TMEM16A act inactive, MrgX1 ag inactive, ANO1 block inactive, TRPC6 activator inactive, RGS4 inh inactive and MrgX1 allo act inactive.
For CCC[n+]1c(C)sc2c3c(ccc21)CCCC3 the results were MrgX1 antag inactive, TRPC4 act inactive, TRPC4 potent inactive, TRPC6 inhibitor inactive, TRPC4 block inactive, TMEM16A act inactive, MrgX1 ag inactive, ANO1 block inactive, TRPC6 activator inactive, RGS4 inh inactive and MrgX1 allo act inactive.

Screens (PubChem BioAssay)
